Compound activity from PubChem.
OXTR agonist = agonists of human oxytocin receptor. AID 2435. hit rate 0.32% among 320,000. activation, % at 3 µM. CHO-OTR cells, Fluo-8 calcium fluorescence; normalized: DMSO 0%, oxytocin 100%;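 active means activation above the mean of all tested compounds plus 3 SD, cutoff set per screening run, cut at about 20% in these data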;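 further: peak over basal fluorescence ratio from a 100 s FLIPR kinetic read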
PHOSPHO1 block = blocks human PHOSPHO1 phosphatase activity; Q8TCT1; recombinant PHOSPHO1, absorbance phosphatase assay; inhibition, % at 13.3 µM; hit rate 1.1% among 290,000; AID 1565; in the data active means inhibition above about 60%
Target sequence (Q8TCT1 whole entry, looked up): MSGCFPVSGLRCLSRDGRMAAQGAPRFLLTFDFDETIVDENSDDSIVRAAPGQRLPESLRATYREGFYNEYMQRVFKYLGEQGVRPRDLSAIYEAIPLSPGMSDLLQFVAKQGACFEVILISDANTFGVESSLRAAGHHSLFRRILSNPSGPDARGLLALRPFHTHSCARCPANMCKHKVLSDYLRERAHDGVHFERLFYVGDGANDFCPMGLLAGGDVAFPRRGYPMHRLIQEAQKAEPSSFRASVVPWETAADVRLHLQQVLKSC
FID counter = fluorescent intercalator displacement, NS3 helicase counter-screen. inhibition, % at 7.9 µM. DNA fluorescent intercalator displacement, fluorescence. hit rate 0.17% among 290,000; in the data active means inhibition above about 37%;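 further: 0% = vehicle and 100% = reference compound; higher means more ethidium bromide displaced from hairpin DNA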
NS3 helicase inh = inhibitors of Hepatitis C virus NS3 helicase. AID 1800. NS3 helicase DNA unwinding, Cy5 molecular beacon fluorescence. hit rate 0.56% among 290,000. inhibition, % at 10.9 µM;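 active means inhibition above the mean of all tested compounds plus 3 SD, set per campaign, cut at about 35% in these data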;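 further: 0% = DMSO wells and 100% = thioflavine S control wells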
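test system = hepatitis C virus NS3 helicase domain fragment enzyme | reagent = annealed dual-labelled DNA beacon duplex, ATP-started | times = 1 h at 25 °C | detection = Cy5 fluorescence, 0 and 60 min reads | read-out basis = percent inhibition from t60/t0 fluorescence ratio | control set = DMSO and thioflavine S | replication = one well per compound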
IMP-1 inh = blocks Pseudomonas aeruginosa IMP-1 metallo-beta-lactamase; inhibition, % at 5.6 µM; purified IMP-1, nitrocefin hydrolysis, epi-absorbance fluorescence; hit rate 0.45% among 290,000;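 active means inhibition above the mean plus 3 SD of all compounds in the same screening run, cut at about 4.5% in these data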;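 further: 0% = IMP-1 with DMSO and 100% = DMSO wells lacking enzyme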
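System: purified IMP-1; amount: IMP-1 0.2 nM before substrate addition; compound: single dose, 5.6 µM; times: 25 °C, 15 min preincubation, 25 min reaction; signal: Epi-absorbance via hydrolysed-nitrocefin quenching of white-plate fluorescence, 480/530 nm, EDTA stop; benchmarks: DMSO with and without IMP-1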
GPR7 antagonist = antagonists of human GPR7 (neuropeptides B/W receptor 1). GPR7-expressing cells, fluorescence antagonist assay. inhibition, % at 4.4 µM. hit rate 1.1% among 290,000. AID 1861; in the data active means inhibition above about 16%, passing the limit was not always enough;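 further: cells stimulated with the agonist NPW; 0% = agonist with vehicle and 100% = vehicle without agonist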
Target sequence (P48145 whole entry, looked up): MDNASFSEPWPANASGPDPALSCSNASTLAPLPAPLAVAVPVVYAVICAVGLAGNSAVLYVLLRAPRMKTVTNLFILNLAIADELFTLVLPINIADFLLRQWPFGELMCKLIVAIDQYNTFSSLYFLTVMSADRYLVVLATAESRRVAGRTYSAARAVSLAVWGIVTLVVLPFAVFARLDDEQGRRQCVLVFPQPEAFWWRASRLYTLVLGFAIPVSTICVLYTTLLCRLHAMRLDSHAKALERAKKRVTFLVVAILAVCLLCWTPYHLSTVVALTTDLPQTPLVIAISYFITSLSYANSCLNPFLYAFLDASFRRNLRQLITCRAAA
VIM-2 inhibitor = blocks Pseudomonas aeruginosa VIM-2 metallo-beta-lactamase | inhibition, % at 5.6 µM | hit rate 0.89% among 290,000 | AID 1527 | purified VIM-2, nitrocefin hydrolysis, epi-absorbance fluorescence;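 active means inhibition above the mean of all tested compounds plus 3 SD, cutoff set per screening run, cut at about 7.5% in these data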;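 further: red hydrolysis product quenches plate fluorescence so inhibitors raise well fluorescence; 0% = enzyme with DMSO and 100% = DMSO without enzyme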
V1R ag counter = V1a receptor agonism, counter-screen for OXTR agonists | P37288 | activation, % at 3 µM | hit rate 0.25% among 320,000 | AID 2797 | CHO-V1R cells, Fluo-8 calcium fluorescence, agonist mode; 0% DMSO, 100% 3 nM vasopressin;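 active means activation above the mean activation of all tested compounds plus 3 SD, per screening run, cut at about 20% in these data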;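 further: signal is peak over basal fluorescence ratio across a 100 second FLIPR read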
GalR3 antag = human GalR3 antagonism; O60755; HEK293 GalR3-CNG cAMP membrane potential fluorescence; galR3 body fused to GalR1 C-terminus; inhibition, % at 3 µM; hit rate 0.44% among 360,000;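 active means inhibition above the screen-wide average plus 3 SD, cut at about 13% in these data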;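 further: forskolin and galanin both at EC90 stimulate the cells; cAMP rise reported by CNG channel membrane potential dye signal; 0% = forskolin plus galanin with DMSO and 100% = forskolin alone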
Target sequence (O60755 1-299 limits assumed): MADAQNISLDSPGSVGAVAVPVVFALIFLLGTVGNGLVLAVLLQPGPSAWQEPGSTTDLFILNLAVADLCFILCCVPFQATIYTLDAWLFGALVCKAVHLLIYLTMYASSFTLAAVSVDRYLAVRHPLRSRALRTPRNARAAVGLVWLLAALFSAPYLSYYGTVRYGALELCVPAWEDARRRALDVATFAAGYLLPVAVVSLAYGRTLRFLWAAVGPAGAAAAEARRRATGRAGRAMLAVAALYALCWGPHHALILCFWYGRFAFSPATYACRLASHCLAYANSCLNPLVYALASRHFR
Starred values were filed as active, the others as inactive; . = no result given.

nr	Structure	OXTR agonist	PHOSPHO1 block	FID counter	NS3 helicase inh	IMP-1 inh	GPR7 antagonist	VIM-2 inhibitor	V1R ag counter	GalR3 antag
1	CC1(C)CC(=O)C=C(NCCN2CCN(C(=S)NC3CCCCC3)CC2)C1	-0.9	24	-16	-10	-1.4	-10	-0.8	-0.5	-3
2	C/C(=N\OC(=O)c1c(-c2ccccc2Cl)noc1C)c1ccncc1	-0.1	32	-28	1	-0.8	-4	-1.2	1.1	-6
3	CCOc1ccccc1NC(=O)CCNC(=O)Cn1ccc2ccccc2c1=O	1.1	28	-15	12	-3.0	5	-1.2	0.1	-9
4	CCCc1nc2ccccc2c(=O)n1CC(=O)c1ccc(OC)cc1	-1.1	.	-21	-6	1.0	-5	0.8	0.2	-5
5	CCCCCn1nc(C)c2c(C)cc(=O)[nH]c21	-0.4	6	-5	1	-0.6	-17	-1.4	-0.2	0
6	Cc1c(C)c2c(OCC(=O)N[C@@H](CC(C)C)C(=O)O)cc3c(c2oc1=O)CCC(C)(C)O3	.	33	-24	26	-0.4	-4	2.1	.	-10
7	CCOC(=O)Cn1cnc2c(nnn2-c2ccc(OC)cc2)c1=O	0.2	1	-1	0	-0.1	-1	0.2	1.3	-5
8	O=C(O)CSc1nnc(CNc2ccccc2Cl)n1-c1ccccc1	0.5	14	-29	-2	3.1	-9	-0.9	1.2	0
9	CC(NC(=O)CCC(=O)NCc1ccc(F)cc1)c1ccccc1 (stereo unspecified)	-1.2	44	-7	-11	-0.4	11	-2.1	-0.3	-5
10	Cn1cc(C(=O)C(=O)N2CCc3ccccc32)c2ccccc21	-1.4	25	-20	-3	-4.3	-5	-0.8	-0.8	-3
11	COCCn1c(SCC(=O)NCCc2ccccc2)nc2c([nH]c3ccccc32)c1=O	0.3	24	-17	-15	-2.3	1	-2.9	0.1	.
12	O=C(Nc1nncs1)C12CC3CC(CC(Cl)(C3)C1)C2	.	.	-11	-3	-1.9	10	-1.0	.	-3
13	COc1ccc(/C=N/Nc2nc3ccccc3[nH]2)c(OC)c1OC	-2.7	-10	1	-23	-3.3	-20	-4.1	-0.2	-2
14	CC1CN(C(=O)COC(=O)c2ccc(S(=O)(=O)N(C)C)cc2)CC(C)O1 (stereo unspecified)	0.7	0	-8	0	-1.0	-11	0.0	0.8	-8
15	CC1CCN(Cc2c(C(=O)N/N=C/c3cccc(C(F)(F)F)c3)nnn2-c2nonc2N)CC1	-1.2	8	-16	-23	-6.3	-3	-4.3	0.7	-9
16	CN(C)c1ccc(C(C(=O)NC2CCCCC2)N(Cc2ccco2)C(=O)c2snc(C(N)=O)c2N)cc1 (stereo unspecified)	5.2	12	-38	-13	-6.5	-13	-0.7	2.5	-9
17	CCOC(=O)CN1C(=O)C(=O)c2cccc(C)c21	-0.5	10	-11	-5	-2.1	-6	-3.9	0.3	1
18	CCCNC(=O)[C@H](Cc1c[nH]c2ccccc12)NC(=O)c1ccccc1Cl	2.0	2	-8	3	-0.7	-9	-0.2	2.7	0
19	Cc1cccc(N2C(=O)Cc3ccccc3C2=O)c1	0.5	36	-12	4	-1.5	6	-2.6	0.3	-5
20	CCN(CC)CCN(Cc1cc2cc3c(cc2[nH]c1=O)OCO3)C(=S)NCCOC	1.0	41	10	19	-0.1	7	0.6	0.8	-11
21	Cc1ccc(-c2nnc(SCC(=O)N3CCN(c4ccccc4)CC3)o2)cc1	0.6	2	0	0	-1.6	9	2.1	-0.3	-2
22	COc1ccc(OC)c(CC(NC(C)=O)C(=O)NC2CCN(c3c(Cc4ccccc4)c(C)nc4ncnn34)CC2)c1 (stereo unspecified)	-0.1	-2	-58	1	-0.7	-6	-3.9	0.0	-11
23	COc1ccccc1NC(=O)c1ccc(NC(=O)CSc2nncn2C)cc1	-0.1	8	-7	-14	0.2	14	1.0	0.6	-4
24	Cc1c(N=Cc2nc3ccccc3n2C)c(=O)n(-c2ccccc2)n1C	-0.6	44	-17	3	-4.7	-6	-1.4	5.3	-1
25	CN(C)c1ccc(/C=C2\CCCCC2=O)cc1	-2.5	-17	-10	7	-5.0	-1	-1.4	-1.0	-4
26	O=C(N/N=C/c1ccc[nH]1)c1ccc2c(c1)OCO2	0.5	28	-3	4	-2.7	-6	-3.6	-0.2	1
27	COc1ccc(CNC(=O)C2C3C=CC4(CN(Cc5cccnc5)C(=O)C24)O3)cc1 (stereo unspecified)	0.1	5	-3	0	-4.9	-9	-5.0	-0.4	2
28	CP(=O)(Nc1cc(Cl)ccc1Cl)c1nc2c(s1)CCCC2 (stereo unspecified)	-0.3	48	-17	0	-1.4	-13	-0.9	0.6	-3
29	CCN(CC)c1ccc(/C=N/Nc2nc(C)cc(C)n2)c(O)c1	-2.7	-10	-10	3	-2.5	3	-2.1	-0.7	-2
30	Cn1c(N)c(C(=O)c2ccccc2)c(=O)n(C)c1=O	0.0	28	2	4	0.1	-9	1.6	1.4	2
31	COc1ccccc1/C=C1\SC(N2CCC(C)CC2)=NC1=O	-2.0	6	-28	4	-2.6	-2	-2.2	-1.5	-11
32	CCN1CCN(C(=S)Nc2cccc([N+](=O)[O-])c2)CC1	2.4	9	11	-2	-1.9	-2	-2.8	0.9	-3
33	NNC(=O)c1oc2nc(-c3ccccc3)cc(-c3ccco3)c2c1N	-0.3	32	-20	7	0.3	2	-0.1	-0.2	-3
34	Cc1cccc(-n2nnnc2-c2cnccc2C(F)(F)F)c1C	-1.8	34	-18	-10	-1.5	-2	-3.5	0.9	-2
35	CCOC(=O)c1sc(NC(=O)Nc2ccccc2Cl)cc1C	3.8	-1	5	-4	-0.7	-12	-1.5	7.0	1
36	CN1CCN(NC(=O)Nc2ccc(Br)cc2)CC1	2.5	43	-5	3	-0.2	6	-3.2	3.5	-1
37	Cc1ccsc1/C=N/NC(=O)c1ccc([N+](=O)[O-])cc1	0.2	2	1	8	-2.7	-6	-3.7	1.4	-7
38	O=C(CC(Nc1ccccc1)C(=O)O)c1ccccc1 (stereo unspecified)	-0.8	11	.	.	.	.	.	0.7	-2
39	CCOC(=O)Cc1csc(NS(=O)(=O)c2ccc(C(F)(F)F)cc2)n1	1.4	0	-28	14	-2.5	-10	-4.0	1.8	-2
40	COc1ccc(C(=O)c2c(O)cc(-c3ccc(OC)cc3)oc2=O)cc1	0.6	-1	-24	5	-0.9	0	-3.9	0.7	1
41	Cn1/c(=N/NC(=O)c2ccccc2F)sc2ccccc21	-2.0	-33	-9	12	-7.1	4	-4.4	-0.2	-2
42	O=C(N/N=C\c1ccccc1F)c1ccc(-c2ccccc2)cc1	.	42	-26	-1	-1.3	-22	-1.1	.	-5
43	Cc1c(N=C2NC(=O)C(CC(=O)Nc3ccc(Cl)cc3)S2)c(=O)n(-c2ccccc2)n1C (stereo unspecified)	0.1	-25	-36	0	0.3	12	0.1	0.2	-2
44	C=CCn1c(=NC(=O)C2COc3ccccc3O2)sc2cccc(OC)c21 (stereo unspecified)	-1.7	15	-1	6	-3.5	-12	-4.0	1.2	-4
45	COc1cccc(C2CC(C(F)(F)F)n3ncc(C(=O)NCC4CCCO4)c3N2)c1 (stereo unspecified)	-0.9	-16	-30	-6	-1.9	-8	-1.8	0.4	-9
46	COc1ccc(NC(=O)CC(C(=O)O)C(C)c2ccccc2)cc1 (stereo unspecified)	.	29	-12	6	-2.4	-19	-2.3	.	-9
47	COc1cc2c(cc1OC)C(c1cccc([N+](=O)[O-])c1)=NCC2	-1.3	-6	2	1	-3.1	-14	0.1	1.5	14*
48	COCCNC(=O)CSc1cc(=O)n(C)c2cc(Cl)ccc12	-0.5	-1	7	11	-1.0	-2	-0.5	0.2	-6
49	O=C(COc1ccc2ccccc2c1)NN1C(=O)c2ccccc2C1=O	1.1	-5	-6	-4	-4.2	-9	-1.0	6.2	-11
50	Cc1ccc(/C=C(\C#N)C(=O)Nc2cccc3ncccc23)o1	3.3	1	-8	18	-1.3	-1	0.8	2.3	-8

Continued (2 carried over from the part before).
nr	Structure	OXTR agonist	PHOSPHO1 block	FID counter	NS3 helicase inh	IMP-1 inh	GPR7 antagonist	VIM-2 inhibitor	V1R ag counter	GalR3 antag
49	O=C(COc1ccc2ccccc2c1)NN1C(=O)c2ccccc2C1=O	1.1	-5	-6	-4	-4.2	-9	-1.0	6.2	-11
50	Cc1ccc(/C=C(\C#N)C(=O)Nc2cccc3ncccc23)o1	3.3	1	-8	18	-1.3	-1	0.8	2.3	-8
51	COc1cc(/C=N/NC(=O)CC#N)ccc1Oc1nc(Cl)ncc1F	1.1	8	-10	12	-2.5	-11	0.2	0.7	-10
52	O=C1c2ccccc2NC(c2cn[nH]c2-c2ccc(Cl)cc2)N1O (stereo unspecified)	7.1	11	-8	10	-0.6	-8	-2.5	1.0	-2
53	C=CCOc1ccc(/C=C(\C#N)C(=O)Nc2ccccn2)cc1	0.8	32	-7	-6	-3.0	-12	-1.9	0.0	-7
54	CCCCC(=O)Nc1ccc(NC(=S)NC(=O)CCCCl)cc1OC	-1.7	-27	-9	0	-1.8	-5	-1.0	-0.3	-11
55	COc1ccccc1-n1c(SCC(=O)N2CCCCC2)nc2cccnc21	-1.2	20	-23	13	-1.6	-12	-2.7	0.2	-8
56	O=C1COc2ccc(C(=O)COC(=O)Cc3ccccc3F)cc2N1	1.0	24	-6	2	-0.7	-10	-0.4	0.3	-7
57	Cc1ccc2oc(=O)cc(CN3CCC(C)CC3)c2c1	-1.9	-2	-4	-7	-2.4	3	-2.3	-0.8	-3
58	O=C(C1CCN(Cc2cc(Cl)ccc2O)CC1)N1CCN(Cc2ccccc2)CC1	8.4	18	15	-4	-2.8	-6	-2.9	3.0	-6
59	CCCCc1nc2cc(C(=O)N3CCC(OC)CC3)ccc2o1	0.2	12	-40	3	-3.1	-3	-1.8	-0.1	1
60	CNc1c(NS(=O)(=O)c2ccc3c(c2)CCCC3)c(=O)oc2ccccc12	0.9	31	-5	-10	-0.1	-18	-1.2	1.4	-6
61	Cc1ccc(NC(=S)NCCN2CCOCC2)cc1	1.0	-36	-1	3	-3.8	-5	-1.0	-0.5	6
62	Cc1ccc(NC(=O)CCc2c(C)nc3ncnn3c2C)cc1	0.8	33	-7	0	-2.0	-8	-1.4	0.8	-3
63	C[N+]1(C2CCC3CCC2C3O)CCCC1 (stereo unspecified)	0.5	-10	1	2	-2.6	-9	-3.5	0.9	-2
64	O=C(CSc1nc2ccccc2n1CCc1ccccc1)N1CCOCC1	-1.0	-16	-28	13	-0.9	-5	0.0	3.2	0
65	Cn1nc(-c2ccccc2)c(C(=O)NC(C(=O)O)c2ccccc2)c1Cl (stereo unspecified)	0.8	35	-6	-4	-0.8	-8	1.9	0.2	1
66	CCCCOCCCNCC(=O)Nc1ccc(S(N)(=O)=O)cc1	-0.1	6	2	-5	-0.6	-3	2.5	0.0	3
67	Cc1ccc(C)c(C(=O)OCC(=O)N(C)c2ccccc2)c1	-1.4	36	-30	-3	-2.0	-5	-1.5	0.0	2
68	O=c1cc(-c2ccccc2Cl)c2c([nH]1)CCC2	-1.4	-10	-3	12	2.9	15	5.0	-0.4	.
